# TGFb inhibitor = blocks TGF-b signaling. HepG2 CAGA-GFP TGF-b/SMAD3 reporter, GFP fluorescence, 18 h; TGF-beta stimulated, 500 pg/mL final. Potency, µM (highest dose often 46.1 µM), for the others: top-dose activity, negative = inhibition, usual class: inhibitors. 410,000 compounds, 1.2% hits. AID 588855; further: potency means the concentration at half of the fitted maximal effect; on the % scale 0 is the no-effect control and ±100 the full control effect; nearly all actives have a fitted effect of over 65% in size
#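 Using HEPG2 CAGA-GFP reporter cells at 1000 cells/well, we pinned test compounds, stimulated with recombinant TGF-beta (500 pg/mL final) and measured total well GFP after 18 h.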
# Nrf2 block = Nrf2 pathway inhibition. A549 ARE-Fluc reporter, luciferase luminescence, 18-24 h. AID 504444. Potency, µM (doses to about 46 µM), for the others: top-dose activity change, negative = inhibition, actives largely listed as inhibitors. 360,000 compounds, 2.1% hits; further: potency means the concentration at half of the fitted maximal effect; on the % scale 0 is the no-effect control and ±100 the full control effect; nearly all actives have a fitted effect of over 60% in size
#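 Nrf2 function is reported as luminescence of an ARE-controlled luciferase in A549 cells. Compounds were tested at several concentrations, and a CellTiter-Fluor read on the same wells flagged cytotoxicity.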
# Abeta rescue = A-beta toxicity reversal in yeast | Potency, µM (highest dose often 46.1 µM), for inactives: at the highest dose growth rescue, actives largely listed as activators | AID 1347071 | 410,000 compounds, 0.063% hits | yeast expressing A-beta42, growth rescue, OD600, 48 h; response scale: 0% DMSO, 100% iron-clioquinol control; further: potency means the concentration at half of the fitted maximal effect; nearly all actives have a fitted effect of over 55% in size
#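 Yeast A-beta toxicity model in growth medium with pinned compounds, 48 h at 30 C; growth read as absorbance at 600 nm. Normalized to FeCl3/clioquinol equimolar mix (positive) and DMSO (negative).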
# CCT modulator = changes cytosolic chaperonin activity; purified chaperonin ATPase assay, HTRF ADP detection, 30 min; AID 651819; activity change, % (test concentration not listed), hits read low; 360,000 compounds, 0.3% hits; in the data active means activity change below about -30%; further: on the % scale 0 is the no-effect control and ±100 the full control effect
#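 Nucleotide hydrolysis assay: TRiC at 20–40 nM final (set by batch activity) with 10 uM ATP, 30 min at 37 °C, in presence of 76 uM compound. Detection by competitive ADP HTRF, 30 min ambient.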
# Mm-Cpn inhibitor = blocks the Methanococcus maripaludis chaperonin Mm-Cpn; purified Mm-Cpn ATPase, ADP Transcreener TR-FRET; Potency, µM (doses to about 76.9 µM), inactives show at the highest dose activity, negative = inhibition, actives largely listed as inhibitors; 330,000 compounds, 0.031% hits; further: potency means the concentration at half of the fitted maximal effect; on the % scale 0 is the no-effect control and ±100 the full control effect; nearly all actives have a fitted effect of over 80% in size
#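 Reaction buffer contained 30 mM Tris pH 7.4, 100 mM KCl, 5 mM MgCl2 and 1 mM DTT. Mm-CPN (25 nM final) hydrolysed 10 uM ATP over 30 min at 37°C; ADP was read by HTRF.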
# HepG2 viability = counter-screen for TGF-b inhibitors: cytotoxicity in HepG2 cells. 410,000 compounds, 0.76% hits. Potency, µM (highest dose often 46.1 µM), for the others: top-dose activity change, negative = cytotoxicity, actives largely listed as cytotoxic. HepG2 CAGA-GFP viability, ATP luminescence, 18 h. AID 588856; further: potency means the concentration at half of the fitted maximal effect; some results filed as inactive show a strong effect at the top dose
#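 CellTiter-Glo luminescence gave cytotoxicity after 18 hours at 37 degrees C. The cells were HepG2 CAGA-GFP in 1% FBS DMEM, stimulated with 500 pg/mL TGF-beta after compound addition. %Activity was normalised to no-cell wells (complete cell-killing) and DMSO (no toxicity), and curves were fitted and classified.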
# Nrf2 ARE act = activators of Nrf2 (ARE) signaling. AREc32 ARE-luciferase reporter (MCF7-derived line), luminescence, 24 h. Potency, µM (titrated, usually from 46.1 µM), for the others: top-dose activation, usual class: activators. 410,000 compounds, 0.31% hits. AID 624171; further: potency means the concentration at half of the fitted maximal effect; % of control where 0% means no effect; nearly all actives have a fitted effect of over 65% in size
#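 AREc32_Fluc, 1000 cells/well, OPTI-MEM + 5% FBS, o/n 37 deg C 5% CO2; 23 nL cpd by pin tool, 24 hr; Steady-Glo 30 min RT, luminescence.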
# A549 viability = A549 cytotoxicity, counter-screen for Nrf2 inhibitors. AID 504648. 390,000 compounds, 0.16% hits. Potency, µM (doses to about 46 µM), for inactives: at the top dose activity change, negative = cytotoxicity, hits mostly inhibitors. A549 ARE-Fluc cells, CellTiter-Fluor viability, 18-24 h; further: potency means the concentration at half of the fitted maximal effect; on the % scale 0 is the no-effect control and ±100 the full control effect
#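 A549 ARE_Fluc cells in 5% FBS OPTI-MEM were exposed to compounds in concentration-response for 18-24 h at 37 deg C. Viability was read by CellTiter-Fluor fluorescence (Ex 405/Em 525) after 30 min, before the luciferase read.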
# pAkt inh = Akt phosphorylation inhibition; AID 651550; Neuro2A IGF-stimulated pAkt S473 HTRF, 20 min; hits give low values; activity change, % for hits at 50 µM; 360,000 compounds, 0.32% hits; in the data active means activity change below about -80%; inconclusive means mostly about -51% to -80%; further: on the % scale 0 is the no-effect control and ±100 the full control effect
#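 Neuro2A cells (4,500/well, DMEM with 0.5% FBS) were treated with compound at a single 50 µM final concentration, stimulated with 6 nM IGF for 20 min at 37 °C, and lysed. Phospho-Akt Ser473 was read by HTRF as 665/615 ratio ×10^4.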
# The depositor's hits bear a star; i = inactive; u = inconclusive; x = not tested or not shown; [ ] = another dose, or the depositor's remark. Unless noted, the call rests on the fitted dose curve; in most records, active means well fitted curve in the direction sought with a large enough effect; inconclusive means small, poorly fitted or top-dose-only effect, or another doubt; inactive means no such curve, though single readings can be large; an effect the other way counts as inactive or inconclusive. The order is random; overall some 4.3% were active at least once.
SMILES,TGFb inhibitor,Nrf2 block,Abeta rescue,CCT modulator,Mm-Cpn inhibitor,HepG2 viability,Nrf2 ARE act,A549 viability,pAkt inh
COc1ccc(S(=O)(=O)Nc2ncccc2C)c2ccccc12,0%,-5%,-2%,-0.7,-4%,8%,-0.6%,2%,i
O=C(Cn1cc(C(F)(F)F)cc(Cl)c1=O)Nc1cccc(Cl)c1,4%,0%,13%,1.1,-3%,-13%,0.8%,1%,i
O=C(Nc1ccccc1)C1=C[C@H](c2ccc(Br)cc2)C[C@H](OCc2ccc(CO)cc2)O1,u,-21%,8%,-0.6,x,-7%,7.2%,-7%,i
Cc1cccc(OCc2nnc(N)s2)c1,3%,x,21%,-0.9,0%,10%,-0.7%,0%,x
Cc1cc(C)nc(NS(=O)(=O)c2ccc(NS(=O)(=O)c3ccsc3)cc2)n1,-8%,8%,-12%,-0.4,0%,-29%,0.1%,0%,i
COc1cc(C(=O)NCc2cccc3ccccc23)ccc1OCc1ccccc1,4%,u,-11%,-3.6,-11%,-9%,-0.1%,x,i
CCOc1ccc(N2C(=O)CC(n3ccc(C)n3)C2=O)cc1 (stereo not given),-12%,8%,4%,1.9,1%,3%,0.6%,-7%,i
COc1cc(C(=O)N2CCN(C/C=C/c3ccccc3)CC2)cc(OC)c1C,u,10%,5%,-8.0,2%,-38%,2.7%,-5%,i
O=C(CN1C(=O)NC2(CCCCC2)C1=O)NCc1ccc2c(c1)OCO2,-7%,-4%,6%,-1.6,u,-16%,0.6%,-1%,i
O=C(CSc1n[nH]c(=O)[nH]c1=O)NC1CC1,-23%,1%,-3%,0.6,-1%,4%,-0.3%,0%,i
Cc1c(NC(=O)C(C)(C)Oc2ccc(Cl)cc2)cccc1-c1nc2ccccc2o1,-4%,u,-6%,x,x,-15%,0.3%,3%,x
CCOC(=O)C1=NN(C(=O)COc2ccccc2)C(O)(c2ccc(Br)cc2)C1 (stereo not given),1%,-1%,16%,-0.1,-2%,-18%,0.1%,2%,i
C[n+]1cc(C(=O)N2CCCCC2)ccc1/C=C/c1c[nH]c2ccccc12,49%[activator],-10%,-9%,2.0,-1%,-14%,0.2%,u,i
Cc1ccc(N2C(=O)CC3(CCCC3)CC2=O)cc1,-13%,9%,15%,-0.4,-1%,-18%,-0.3%,-3%,i
CN(C(=O)COC(=O)CSc1ccc(C(N)=O)cc1[N+](=O)[O-])C1CCCCC1,-3%,12%,13%,-0.2,1%,-3%,-0.2%,-4%,i
c1ccc(Oc2cnc3ccccc3n2)cc1,u,2%,7%,-0.3,-1%,-26%,-0.6%,4%,i
COc1ccccc1NC(=O)NC1(C)CCS(=O)(=O)C1 (stereo not given),3%,2%,8%,0.8,-1%,-15%,-0.6%,1%,i
Cc1cc(C)nc(N2CCC(C(=O)N3CCN(c4cc(Cl)ccc4C)CC3)CC2)n1,u,x,-35%[inhibitor],1.4,3%,6%,-0.2%,u,x
CCCn1c(NC(=O)C2CCN(C(=O)c3ccc(F)cc3)CC2)nc2ccccc21,u,-10%,-8%,0.6,0%,-69%,2.9%,4%,i
COc1ccc(-c2nc(C#N)c(N3CCCCCC3)o2)cc1,-16%,-9%,-14%,2.3,1%,-5%,3.1%,-7%,i
COc1ccc(/C=C/c2nc(C#N)c(NCCc3ccccc3)o2)cc1OC,u,u,-18%,x,x,-23%,8.6%,0%,x
CN(CC(=O)Nc1ccccc1C(F)(F)F)C(=O)c1ccc(N2C(=O)CCC2=O)cc1,-1%,2%,-4%,-0.9,1%,-7%,0.2%,-1%,i
COC(CNC(=O)C1CCN(S(=O)(=O)c2cccc3nsnc23)CC1)OC,2%,6%,-19%,-75*,-18%,10%,-0.2%,-2%,x
Cc1ccc(/C=C2\SC(=S)N(CC(=O)Nc3cccnc3)C2=O)cc1,18%,-14%,-4%,0.6,0%,1%,1.6%,1%,i
O=C(CCCn1c(=O)c2cccn2c2ccccc21)Nc1cccc(Cl)c1,x,u,-2%,x,x,-37%,-0.1%,-12%,x
O=C1c2ccccc2C(=O)N1CCCP(=O)(O)CCc1ccccc1,-12%,0%,16%,-2.7,3%,6%,-0.2%,9%,i
O=C(CCc1ccccc1)NCc1ccccn1,1%,x,5%,-1.5,2%,-3%,0.4%,-2%,i
CS/C(N)=N/C(=S)Nc1cccc(Cl)c1,-10%,u,13µM*,-1.1,-1%,2%,12%,1%,i
CNC(=O)c1ccc(Nc2nnc(-c3ccc(C)c(S(=O)(=O)N4CCOCC4)c3)c3ccccc23)cc1,3%,-14%,-10%,x,x,-25%,5.4%,0%,x
CCN(CC)CCCNCC(=O)Nc1cc(C)on1,-29%,-2%,23%,0.6,-5%,-36%,-0.9%,2%,i
COc1ccccc1CC(=O)Nc1ccc(NC(=O)c2cccs2)cc1,-22%,-10%,4%,0.2,-7%,-12%,0.0%,-5%,i
O=[N+]([O-])c1ccc2nc(-c3ccccc3)[nH]c2c1,0%,u,-47%[inhibitor],-0.4,0%,-56%,u,7%,i
N#C/C(=C/c1cn[nH]c1-c1ccc(Br)cc1)C(=O)O,0%,10%,-12%,0.7,0%,16%,0.0%,10%,i
CCOC(=O)c1ccc(S(=O)(=O)Nc2cc(C(=O)O)ccc2Cl)cc1,0%,5%,-7%,1.8,1%,0%,-0.7%,1%,i
Cc1cc2nc(NC(=O)c3ccc(S(=O)(=O)N4CCOCC4)cc3)sc2cc1C,14%,x,-10%,x,x,-3%,-0.1%,-1%,x
Cc1ccc(CN2CCC(CNC(=O)Nc3c(C)cccc3C)C2)cc1 (stereo not given),-27%,10%,-19%,x,x,-21%,-0.8%,-2%,x
COc1ccccc1-n1c(CNC(=O)c2ccco2)nnc1SCC(=O)Nc1cc(C)ccc1C,-5%,-6%,-10%,-0.5,1%,-30%,0.6%,6%,i
S=C(c1cn(CCOc2cccc3ccccc23)c2ccccc12)N1CCCC1,-11%,u,2%,-1.0,50µM*,-30%,2.9%,-12%,i
C[C@@H](C(=O)Nc1ccc2ccccc2c1)[C@@H]1C[C@@]1(C)[C@@H](NC(=O)c1ccccc1)c1ccccc1,16%,11%,2%,2.2,-3%,10%,-0.7%,-3%,i
CCOC(=O)c1ccc(NC(=O)C(C)Sc2nc(=O)cc(N)n2CCc2ccccc2)cc1 (stereo not given),-4%,1%,4%,x,x,-34%,3.8%,-7%,x

# Grouped by structure: those above with a nitro group on carbon (2)
SMILES,TGFb inhibitor,Nrf2 block,Abeta rescue,CCT modulator,Mm-Cpn inhibitor,HepG2 viability,Nrf2 ARE act,A549 viability,pAkt inh
CN(C(=O)COC(=O)CSc1ccc(C(N)=O)cc1[N+](=O)[O-])C1CCCCC1,-3%,12%,13%,-0.2,1%,-3%,-0.2%,-4%,i
O=[N+]([O-])c1ccc2nc(-c3ccccc3)[nH]c2c1,0%,u,-47%[inhibitor],-0.4,0%,-56%,u,7%,i

# The listing picks up; the 2 compounds before the break are reprinted first.
SMILES,TGFb inhibitor,Nrf2 block,Abeta rescue,CCT modulator,Mm-Cpn inhibitor,HepG2 viability,Nrf2 ARE act,A549 viability,pAkt inh
C[C@@H](C(=O)Nc1ccc2ccccc2c1)[C@@H]1C[C@@]1(C)[C@@H](NC(=O)c1ccccc1)c1ccccc1,16%,11%,2%,2.2,-3%,10%,-0.7%,-3%,i
CCOC(=O)c1ccc(NC(=O)C(C)Sc2nc(=O)cc(N)n2CCc2ccccc2)cc1 (stereo not given),-4%,1%,4%,x,x,-34%,3.8%,-7%,x
O=C(c1ccccc1)N1CCC(c2nc3c(nnn3Cc3ccccc3Cl)c(=O)[nH]2)CC1,0%,-21%,19%,-4.8,1%,-4%,-0.8%,-12%,i
O=[N+]([O-])c1ccc(O)c(-c2cc(C(F)(F)F)nc(-c3ccccc3)n2)c1,u,u,8%,0.1,-18%,-42%,-1.2%,8.2µM*,i
CCCCC(=O)Nc1c(-c2cccc(OC)c2)c(=O)c2ccccc2n1C,3%,6%,6%,-3.7,-1%,-10%,0.3%,0%,i
COc1ccc(-c2cc(C(=O)N3CCN(Cc4ccc5c(c4)OCO5)CC3)on2)cc1OC,-2%,-17%,9%,-1.7,-1%,-5%,3.3%,-3%,i
COc1ccc(S(=O)(=O)N2CCOCC2)cc1NC(=O)CCOc1ccc(C(C)(C)C)cc1,19%,0%,-2%,1.2,0%,-34%,0.2%,2%,i
Cn1c(O)c(N=NC(=O)CNC(=O)c2ccccc2)c2ccccc21,-28%,-3%,-7%,1.4,0%,3%,3.1%,-1%,i
Cc1ccc(NC(=O)CSCc2cnn(-c3ccccc3)c2-n2cccc2)c(Cl)c1,u,1%,1%,x,x,-27%,0.5%,14%,x
CCOC(=O)c1cnc(-n2nc(C)cc2C)nc1Nc1cccc(C(=O)O)c1,8%,5%,5%,-1.8,0%,7%,0.3%,-12%,i
O=C(Nc1ccnc(-c2cccnc2)n1)c1ccccc1Cl,4%,x,-2%,-0.9,-1%,-3%,3.1%,-2%,i
O=C(O)c1ccc(C(=O)Nc2cccc3cccnc23)cc1,1%,14%,x,x,x,-4%,x,-1%,x
Cc1ccc(Cn2nnc3c(=O)n(Cc4cccc(C)c4)cnc32)cc1,-15%,u,4%,-2.3,3%,-23%,0.2%,-15%,i
Cc1ccc(C)c(NC(NC(=O)c2cccnc2)C(Cl)(Cl)Cl)c1 (stereo not given),-18%,-5%,-14%,2.0,0%,-31%,2.2%,4%,i
C[C@H](CO)N1C[C@H](C)[C@@H](CN(C)S(=O)(=O)c2ccccc2)OCc2cnnn2CCCC1=O,16%,x,-1%,1.6,x,-2%,-0.3%,x,i
O=C1CCCC2=C1C(c1ccncc1)Nc1ccccc1N2 (stereo not given),-22%,x,-3%,-2.3,0%,-46%,0.0%,-2%,i

# Assay outcomes as filed in PubChem BioAssay.
